Screens (PubChem)
PfHsp90 set2 = reduces growth (ATP signal) of yeast expressing P. falciparum Hsp90; S. cerevisiae expressing PfHsp90, BacTiter-Glo ATP, 48 h; yeast lacking PDR1 and PDR3 efflux regulators; inhibition, % at 9.4 µM; 310,000 compounds, 0.32% hits;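 active means every replicate shows inhibition above about 80%, whatever the replicate mean, limit read from the data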;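 further: 0% = DMSO neutral controls and 100% = 20 µM radicicol positive controls; yeast relying on Plasmodium falciparum Hsp90 in place of its own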
AddAB inh = less growth of phage-infected E. coli with AddAB | inhibition, % at 11.9 µM | 330,000 compounds, 0.29% hits | E. coli expressing H. pylori AddAB, absorbance growth | AID 435030; in the data active means inhibition above about 12%;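 further: 0% = vehicle wells of infected cells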
DSG3 Ab inh = blocks pemphigus antibody binding to human desmoglein-3 | DSG3-coupled beads, scFv-anti-DSG3-GFP binding, flow cytometry; stronger effect = lower value | AID 588358 | binding (percent of control), % at 10 µM | 310,000 compounds, 0.48% hits;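 active means binding more than 3 SD below its plate's average and above zero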; further: some compounds called inactive have numbers as strong as hits
Target sequence (P32926 whole entry, looked up): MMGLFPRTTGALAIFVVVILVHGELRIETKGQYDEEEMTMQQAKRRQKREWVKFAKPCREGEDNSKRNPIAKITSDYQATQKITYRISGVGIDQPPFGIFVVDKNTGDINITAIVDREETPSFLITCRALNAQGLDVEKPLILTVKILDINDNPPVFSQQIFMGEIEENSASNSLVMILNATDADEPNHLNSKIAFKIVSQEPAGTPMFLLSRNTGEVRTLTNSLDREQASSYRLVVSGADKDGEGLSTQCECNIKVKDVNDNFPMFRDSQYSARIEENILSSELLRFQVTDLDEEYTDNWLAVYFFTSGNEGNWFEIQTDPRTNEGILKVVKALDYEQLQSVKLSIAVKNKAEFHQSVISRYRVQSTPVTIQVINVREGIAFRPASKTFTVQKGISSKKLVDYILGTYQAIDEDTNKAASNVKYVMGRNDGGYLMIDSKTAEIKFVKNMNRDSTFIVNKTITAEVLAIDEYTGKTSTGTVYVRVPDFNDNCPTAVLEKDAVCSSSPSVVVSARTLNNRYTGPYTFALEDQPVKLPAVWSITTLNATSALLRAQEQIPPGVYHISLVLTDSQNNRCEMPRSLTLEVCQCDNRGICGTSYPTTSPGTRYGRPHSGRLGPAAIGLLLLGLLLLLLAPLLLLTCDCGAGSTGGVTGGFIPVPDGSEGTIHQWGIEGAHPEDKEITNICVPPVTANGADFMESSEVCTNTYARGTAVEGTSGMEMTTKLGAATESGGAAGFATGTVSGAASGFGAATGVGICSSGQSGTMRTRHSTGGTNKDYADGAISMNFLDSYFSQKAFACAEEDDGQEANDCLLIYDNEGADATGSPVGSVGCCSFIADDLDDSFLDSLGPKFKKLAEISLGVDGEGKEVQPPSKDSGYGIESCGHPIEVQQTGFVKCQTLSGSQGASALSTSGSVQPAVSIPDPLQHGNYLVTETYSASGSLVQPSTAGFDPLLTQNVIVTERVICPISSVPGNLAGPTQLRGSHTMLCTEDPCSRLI
Tat export inh = inhibitors of E. coli Tat protein transport | E. coli MC4100 TorA-mCherry Tat export, fluorescence | AID 488895 | 340,000 compounds, 0.036% hits | inhibition, % at 10 µM;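 active means mean replicate inhibition at least 50% and at least half of replicates individually reaching 50%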;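 further: exported cargo escapes ClpAP degradation while cytoplasmic cargo is degraded and loses fluorescence; 0% = median of neutral control wells and 100% = median of NaSCN control wells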
Arr AP2 block = blocks beta-arrestin peptide binding to AP2 adaptin | FITC-arrestin peptide / GST-AP2 beads, flow cytometry; AP2 beta2 appendage carries R879A mutation | inhibition, % at 10 µM | 340,000 compounds, 0.31% hits | AID 504490;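 active means inhibition above a set limit, near 3 SD of compounds lacking own fluorescence, cut at about 54% in these data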;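 further: plate controls were DMSO wells for no effect and 5 µM unlabelled arrestin peptide for full effect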
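test system = AP2 appendage R879A on GSH beads | buffer or medium = PBS plus Tween 20 (0.05%) and BSA (0.1%) | incubation = 12 min plus 1 h, RT | detection = bead flow cytometry, FITC channel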
phage Ecoli inh = E. coli growth loss with phage present; inhibition, % at 11.9 µM; 360,000 compounds, 0.26% hits; growth absorbance; AID 651602; in the data active means inhibition above about 11%
Mot1-301 SUMO = blocks SUMOylation pathway, rescuing yeast Mot1-301 growth. S. cerevisiae Mot1-301 growth rescue, ATP luminescence, 38.5C; percent above DMSO median, 100 means doubled. growth rescue, % at 18.8 µM. 320,000 compounds, 1% hits;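 active means every valid replicate shows activation above 250% relative to neutral control wells; inactive means the rest, any valid replicate at or below 250%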;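 further: OY570 slx delta 5 strain wells were the positive control but not used for scaling; some compounds called inactive have numbers as strong as hits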
Ecoli viability = reduces bacterial viability in AddAB counter-screen. E. coli V3065 growth, OD600 absorbance, 18 h. inhibition, % at 11.9 µM. 330,000 compounds, 0.27% hits. AID 449728;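 active means inhibition above the campaign's mean inhibition across all tested compounds plus 3 SD, cut at about 9.9% in these data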;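 further: uninfected addAB+ strain grown without phage in ampicillin broth; 0% = DMSO wells and 100% = ciprofloxacin 0.95 µg/ml wells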
OPRM1-OPRD1 inv = inverse agonists of human mu-delta opioid receptor heterodimerization. P35372+P41143. cell-based MOR-DOR heterodimer luminescence, inverse agonism. inhibition, % at 9.3 µM. 340,000 compounds, 0.21% hits; in the data active means inhibition above about 22%, passing the limit was not always enough;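 further: 0% = cells with DMSO and 100% = wells without cells with DMSO; values of inactives mirror those of a sister screen read the other way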
MOR-DOR ag = agonists of human mu-delta opioid receptor heterodimerization; cells, OPRM1-OPRD1 heterodimerization, luminescence; AID 504326; activation, % at 9.3 µM; 340,000 compounds, 0.3% hits; P35372+P41143; in the data active means activation above about 18%;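 further: 0% = vehicle-treated cells and 100% = reference agonist; values of inactives mirror those of a sister screen read the other way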
PKA-R1A act = activators of PKA-R1A complex | 340,000 compounds, 0.083% hits | P00514+P68181 | PKA-R1A dissociation, Cy5-IP20 fluorescence polarization; scaled: DMSO 0%, 113 µM cGMP 100% | activation, % at 11.4 µM;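 active means percent activation above the mean of all tested compounds plus 3 SD, cut at about 19% in these data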;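 further: higher means more PKAc released from R1A so a rise in polarization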
The depositor's hits bear a star; . = no result given. Random draw from the library; any-hit rate near 2.8%.

SMILES	PfHsp90 set2	AddAB inh	DSG3 Ab inh	Tat export inh	Arr AP2 block	phage Ecoli inh	Mot1-301 SUMO	Ecoli viability	OPRM1-OPRD1 inv	MOR-DOR ag	PKA-R1A act
COc1ccc(Br)cc1C1NC(=O)c2c(sc3c2CCN(C)C3)N1 (stereo unspecified)	13	.	114	-3	-5	1.6	.	.	15	-2.5	-9
Cc1ccc(C)c(S(=O)(=O)N2CCCC2CNC(=O)C(=O)NCc2ccccc2)c1 (stereo unspecified)	-5	3.6	120	7	11	0.1	-9	2.5	-4	0.7	-5
CSCCC(C(=O)N(C)CC(=O)Nc1cccc(F)c1)N1C(=O)c2ccccc2C1=O (stereo unspecified)	16	0.3	113	0	4	3.9	17	-1.2	5	-1.1	1
COc1ccc(-c2nc(C#N)c(NCc3ccc(F)cc3)o2)cc1OC	2	3.0	111	3	4	2.7	-15	-1.3	-3	0.5	-13
C=CCN1C(=O)C(O)(CC(=O)c2ccccc2)c2ccccc21 (stereo unspecified)	-15	1.3	.	1	-11	3.0	0	-0.1	11	-2.3	-2
CCc1nnc(NC(=O)C2CC(=O)N(C3CCCCC3)C2)s1 (stereo unspecified)	11	2.6	106	7	-1	5.4	-22	0.4	14	-2.0	-11
O=C(CN(C(=O)c1csnn1)c1ccc(Cl)cc1)NC1CCCC1	-17	-2.5	99	0	-14	-0.9	3	-2.1	1	-0.2	-1
Cn1ccc(NC(=O)Nc2ccc(Cl)cc2Cl)n1	-33	0.3	99	-2	12	4.1	3	0.9	-5	0.9	-10
O=C(CN1C(=O)NC(CCc2ccccc2)C1=O)N1CCCCCC1 (stereo unspecified)	3	-0.8	98	-12	-4	2.1	43	-0.9	7	-1.8	-4
O=C(O)c1ccc(-c2nnc(-c3ccc([N+](=O)[O-])cc3)o2)cc1	13	1.6	108	0	42	0.0	377	0.9	-9	1.6	-15
O=C1NCCN(Cc2ccc(F)cc2)C1CC(=O)N1CC=C(c2ccccc2)CC1 (stereo unspecified)	-5	0.6	105	-3	23	4.7	16	1.3	20	-3.8	-10
COc1ccc2c(c1)c(C(=O)O)c(C)n2CCc1ccc(OC)c(OC)c1	-3	-1.0	111	-2	-8	3.6	5	-3.0	7	-1.3	7
C=CCN1C(=O)c2ccc(C(=O)OCC(=O)N(CC)C3CCS(=O)(=O)C3)cc2C1=O (stereo unspecified)	15	0.6	101	0	-7	-0.5	8	2.5	12	-3.0	-4
COc1ccccc1NC(=O)C1CCN(S(=O)(=O)c2cccs2)CC1	12	2.4	101	-4	27	3.0	2	2.1	14	-2.6	-4
COc1ccc(C=Nc2cccc3ncccc23)cc1	.	1.9	87	0	-1	5.2	.	-0.4	2	-0.3	3
CC(C)OC(=O)C(=O)NNc1ccccc1	-1	0.5	92	6	-1	1.7	259	0.2	24*	-3.4	-1
CC(C)(C)NC(=O)C(c1ccco1)N(C(=O)c1csnn1)c1ccccc1 (stereo unspecified)	-43	3.4	.	-5	9	3.0	-6	-0.5	0	0.0	-2
COc1cc(C2Nc3ccc4ncccc4c3C3=C2C(=O)CC(C)(C)C3)cc(OC)c1O (stereo unspecified)	23	0.5	101	0	-12	2.0	382	-0.7	7	-1.4	4
CSc1nc(N)c2c(n1)OC(N)=C(C#N)C2c1cccnc1 (stereo unspecified)	11	-0.3	95	-4	32	2.3	7	-1.1	12	-2.4	1
CC(C)(C)c1ccc(S(=O)(=O)NCC(=O)Nc2sc3c(c2C(N)=O)CCCC3)cc1	-2	3.1	.	1	3	1.6	-14	-1.4	-23	5.7	8
O=C(COC(=O)CN1C(=O)c2ccccc2C1=O)Nc1ncc(Cl)cc1Cl	-5	2.5	105	-1	3	0.2	27	1.3	6	-1.4	-9
COc1ccc(Nc2ncnc3scc(-c4ccc(OC)cc4)c23)cc1	-6	-1.1	97	4	-7	2.4	-5	-2.2	-5	0.9	-1
COc1ccccc1N1CCN(C2CCCN(C(=O)CCc3cnccn3)C2)CC1 (stereo unspecified)	-22	0.7	91	0	-7	1.8	3	-0.8	4	-0.8	4
COC(=O)NNC(=O)c1ccc(C)cc1	-48	-1.6	101	0	4	4.2	30	-1.9	-1	0.2	-2
O=C(Nc1ccccc1)c1ccc(Cn2cc(C(F)(F)F)ccc2=O)cc1	26	0.8	.	-2	4	2.8	-12	-1.4	6	-1.1	-3
Cc1ccc(NC2=NCC(=O)N2Cc2ccccc2)c(C)c1	-10	-2.2	107	-5	-39	2.3	-3	-1.4	2	-0.4	-1
COc1cc(C2N(Cc3ccccc3)CCN2Cc2ccccc2)ccc1OC(C)=O	-4	-3.0	129	-7	-8	0.1	-18	-4.4	-5	1.1	3
Cc1ccc(NC(=S)NCC2CCN(C(C)c3ccccc3)C2)cc1C (stereo unspecified)	-19	0.6	98	-6	0	3.1	178	3.2	-5	1.1	-14
COc1ccc(-n2c(C)nnc2SCC(=O)N2CCOCC2)cc1	-3	-1.0	108	2	-5	2.4	3	-3.7	25	-5.3	-9
CCC(NC(=O)C1CCC1)c1ccc(C)cc1 (stereo unspecified)	.	1.8	98	-2	12	4.0	-12	-2.9	14	-2.4	3
O=C(NNC1=C(C(=O)C(F)(F)F)CCC1)c1ccncc1	-24	1.2	109	1	12	2.1	9	-0.5	18	-3.6	12
NC(=O)C1C2CCC(C2)C1C(N)=O (stereo unspecified)	-11	.	97	-11	-11	0.5	.	.	-2	0.3	0
Cc1nnc(SCc2nnc(-c3ccccc3Br)o2)n1-c1ccccc1	-17	-0.9	98	-6	14	-1.8	10	-1.2	8	-1.3	9
CC1CCC(NC(=O)C2CCC(CNS(=O)(=O)c3cccc4nsnc34)CC2)CC1 (stereo unspecified)	-21	-0.9	96	-1	14	3.6	-4	0.4	8	-1.4	-9
Cn1nc(C(F)(F)F)c(C(=O)Nc2ccc(F)cc2F)c1Sc1ccc(C(F)(F)F)cc1	7	-0.3	.	6	2	.	.	0.1	-42	7.8	-3
CCOc1ccccc1CNc1nc2ccccc2n1C	20	1.8	123	-5	9	1.4	-5	3.9	5	-1.0	-20
Cc1c(O)ccc(C(=O)CN2CCN(c3ccccc3)CC2)c1O	-39	0.1	102	11	-2	2.7	-31	1.4	10	-1.9	-3
CN(CC(=O)Nc1ccc(N2CCOCC2)cc1)Cc1c(O)ccc2ccccc12	2	1.7	105	4	23	1.9	-7	1.0	-16	3.3	5
COc1ccc(C(=O)N=c2sc3ccccc3n2C)cc1	-15	-0.5	101	-6	14	1.2	123	2.8	-13	2.4	-15
COc1ccc(-c2noc(CCC(=O)N(C)c3cccc(C)c3)n2)cc1	.	3.5	109	4	14	0.9	114	-0.3	-8	1.5	3

Overlap with the part before: three entries, followed by the next part.
SMILES	PfHsp90 set2	AddAB inh	DSG3 Ab inh	Tat export inh	Arr AP2 block	phage Ecoli inh	Mot1-301 SUMO	Ecoli viability	OPRM1-OPRD1 inv	MOR-DOR ag	PKA-R1A act
CN(CC(=O)Nc1ccc(N2CCOCC2)cc1)Cc1c(O)ccc2ccccc12	2	1.7	105	4	23	1.9	-7	1.0	-16	3.3	5
COc1ccc(C(=O)N=c2sc3ccccc3n2C)cc1	-15	-0.5	101	-6	14	1.2	123	2.8	-13	2.4	-15
COc1ccc(-c2noc(CCC(=O)N(C)c3cccc(C)c3)n2)cc1	.	3.5	109	4	14	0.9	114	-0.3	-8	1.5	3
CN1CCN(CCNC(=O)Nc2ccc([N+](=O)[O-])cc2)CC1	12	6.0	98	2	-3	2.0	641	1.6	8	-1.7	-4
Cc1cccc(OCCNC(=O)c2ncn[nH]2)c1	-6	2.8	96	-8	-2	2.0	-6	0.7	8	-1.5	-5
Cc1nc2cc(C(F)(F)F)ccc2n1CCNc1nc(-c2cc(Cl)c(N)c(Cl)c2)cs1	7	3.9	99	1	6	4.8	3	-1.9	.	.	5
Cc1ccc(S(=O)(=O)NCCC(=O)Nc2ccc(S(=O)(=O)NC(C)C)cc2)cc1	-20	-1.5	103	1	5	-0.5	-6	-1.9	-2	0.3	-12
Cc1ccc2[nH]c3c(c2c1)CN(C(=O)CN1CCN(c2ccccn2)CC1)CC3	18	2.3	105	0	-15	3.6	-3	-3.4	1	-0.2	0
CCOc1ccc(NC(=O)C2CCCN(S(=O)(=O)c3ccc4c(c3)CC(C)N4C(C)=O)C2)cc1 (stereo unspecified)	3	2.7	98	8	2	1.1	-7	0.6	7	-1.5	-1
COc1ccc(COC(=O)c2sc3nc4n(c(=O)c3c2C)CCC4)cc1	-94	0.7	112	-3	12	2.9	-17	-1.7	5	-0.9	-7
O=C(Nc1ccccc1)NC1CCCc2ccccc21 (stereo unspecified)	-5	6.5	106	1	2	1.4	-4	-2.1	-13	1.9	1
Cn1cccc1CC(=O)NNC(=S)NC(=O)c1ccc(F)cc1	-14	-2.5	100	-6	-2	-7.0	19	-0.5	18	-3.4	-9
Cc1ccccc1NC(=O)C1CCN(C(=O)NC2CCCCC2)CC1	-32	4.1	.	-2	2	3.1	-4	0.6	7	-1.1	2
CCC(=O)N1CCN(c2ccnc3cc(Cl)ccc23)CC1	-7	1.1	105	0	-13	0.5	1	-0.3	20	-3.9	3
O=C(CSc1nnc(Cc2ccccc2)o1)NCCc1ccccc1	-8	0.3	101	0	1	1.1	10	-0.4	7	-1.2	3
O=C(N1CCOCC1)N1CCN(c2ccccc2)CC1	7	1.0	100	-5	2	2.8	-13	0.8	0	0.0	-1
Clc1cccc(-c2nc(NCCCN3CCOCC3)c3ccccc3n2)c1	24	-2.3	98	4	33	1.8	27	-3.9	-6	1.1	-4
CCC(=O)N1CCN(c2ccc(NC(=O)COc3ccccc3Cl)cc2)CC1	5	2.6	103	-1	-2	1.1	74	0.2	-10	1.8	7
Cc1cc2oc(=O)cc(CN3CCN(Cc4ccccc4)CC3)c2cc1Cl	13	0.8	95	8	-5	1.8	117	-3.7	7	-1.1	0
COc1ccc(S(=O)(=O)Nc2cccc(N(C)S(C)(=O)=O)c2)cc1Br	12	1.4	123	0	33	0.8	-16	-0.5	14	-2.6	-5
O=C(O)c1ccc(Oc2ccc([N+](=O)[O-])cc2)c([N+](=O)[O-])c1	.	.	98	5	5	2.7	.	.	-8	1.5	11
CCOCCn1c(CN2CCC(Cc3ccccc3)CC2)nc2c1c(=O)n(C)c(=O)n2C	-17	0.8	108	-5	-13	2.5	18	3.0	9	-1.6	2
COc1cc(NC(=O)c2ccccc2F)c(OC)cc1NC(=O)CN1CCCCC1	14	2.7	94	16	0	1.2	552*	-1.1	-7	1.3	-7
